# Rac1 GTP hydrolysis: MgcRacGAP GTPase-activating activity inhibitors, confirmation, biochemical, ADP Hunter fluorescence | AID 624330 | hit rate 0.6% among 340,000 | inhibition, % at 30 µM, or IC50 in µM where a hit was titrated | MgcRacGAP-stimulated Rac1 GTP hydrolysis, ADP Hunter fluorescence; higher % means a stronger effect; GST-tagged Rac1 F28L mutant substrate;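 active = first-screen hits whose inhibition reached a set limit at any dose in the follow-up dose series; inconclusive = inhibition above the set first-screen limit but never retested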;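 note: fluorescence reports GDP produced by GAP-driven GTP hydrolysis; strong numbers were not always called active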
# NTR1 ag: agonists of NTR1, primary screen, imaging, U2OS cells, beta-arrestin-GFP, high content (AID 493036). P30989. NTR1-U2OS beta-arrestin-GFP spot imaging, agonist mode. activation, % at 20 µM. hit rate 0.17% among 330,000;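 active = activation at or above 40% of the spot to cytoplasm intensity ratio, with at least 20 cells analyzed; inconclusive = wells under 20 cells, flagged as cytotoxic or low count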;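 note: 0% = DMSO without peptide and 100% = 100 nM NTR1 peptide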
# Target sequence (P30989 whole entry, looked up): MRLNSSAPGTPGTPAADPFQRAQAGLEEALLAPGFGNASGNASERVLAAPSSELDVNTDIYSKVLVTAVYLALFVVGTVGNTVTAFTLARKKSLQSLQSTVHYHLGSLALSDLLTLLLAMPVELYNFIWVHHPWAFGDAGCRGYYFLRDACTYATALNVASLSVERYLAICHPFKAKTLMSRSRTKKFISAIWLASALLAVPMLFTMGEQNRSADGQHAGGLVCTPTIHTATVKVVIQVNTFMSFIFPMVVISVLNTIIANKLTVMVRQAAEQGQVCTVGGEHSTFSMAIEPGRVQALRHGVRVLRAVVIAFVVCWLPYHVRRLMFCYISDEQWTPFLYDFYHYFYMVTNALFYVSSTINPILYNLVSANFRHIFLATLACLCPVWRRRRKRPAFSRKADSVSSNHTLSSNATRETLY
# Lipid droplet: modulators of hepatic lipid droplet formation. AML12 mouse hepatocytes, oleate lipid droplets, BODIPY imaging. hit rate 0.4% among 240,000. inhibition, % at 6.5 µM;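 active = lipid droplet intensity inhibited by at least 50%, with more than 500 cells counted; inconclusive = wells with under 300 cells, treated as cytotoxic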
#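 Assay system: AML12 mouse liver cells | Compound: 6.5 µM single-point dosing | Schedule: Overnight exposure | Technique: Fluorescence imaging, 20x objective, two fields per well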
# T cell HTS: T cell immune modulation candidate; hit rate 0.068% among 330,000; AID 2052; 2C CD8+ T cell-vesicle binding, flow cytometry; active compounds read low; calls only at 7 µM;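 active = response, share of CD8 T cells binding vesicles, and their 90th percentile fluorescence all below set limits, cut at about 80% in these data, passing the limit was not always enough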
#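 Also added: QL9-peptide-loaded Drosophila micro-vesicles bearing Ld, ICAM-1 and B7-1; Test system: purified 2C TCR transgenic mouse naive CD8+ T cells; Measured by: cytometric PE anti-B7-1 and Alexa647 anti-CD8 signals after 1% paraformaldehyde fixation; Timing: binding step 1.5 h, 37 °C, antibody labelling 20 min, ice.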
# GPR55 beta-arrestin: selective activators of receptor GPR55 – imaging, U2OS cells, beta-arrestin-GFP redistribution, primary screen (AID 1961) | U2OS GPR55 beta-arrestin-GFP redistribution imaging; higher % means a stronger effect | hit rate 0.048% among 290,000 | activation, % at 10 µM, or EC50 in µM where a hit was titrated;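 active = activation above 40% with more than 50 cells counted in the well; inconclusive = wells holding fewer than 50 cells, flagged as toxic or sparse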;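 note: U2OS osteosarcoma cells stably expressing GPR55 and beta-arrestin-GFP; plate controls were DMSO negative control for no effect and LPI positive control for full effect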
# GPR55 antagonists: inhibition of LPI-stimulated GPR55 beta-arrestin translocation – imaging, U2OS, beta-arrestin-GFP, LPI agonist, primary screen (AID 2013); U2OS GPR55 beta-arrestin-GFP translocation imaging, LPI antagonism; higher % means a stronger effect; inhibition, % at 10 µM, or IC50 in µM where a hit was titrated; hit rate 0.13% among 290,000;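 active = spots per cell inhibited over 60%, with over 100 cells counted and total cytoplasm intensity under 500,000; inconclusive = wells with under 100 cells, flagged as likely toxic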;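 note: U2OS cells stably carrying GPR55 and arrestin-GFP stimulated by 5 µM LPI near EC80; imaged beta-arrestin-GFP aggregate spots per cell after agonist stimulation; plate controls were LPI-stimulated DMSO wells for no effect and DMSO wells without LPI for full effect; some results filed as inactive read as strong as hits; confirmed hits need IC50 under 10 µM and bright autofluorescent wells are also inconclusive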
# LYP inhibition: PTPN22 lymphoid phosphatase activity blockers – biochemical, fluorescence intensity, uHTS (AID 1779) | recombinant LYP phosphatase, fluorescence intensity; higher % means a stronger effect | inhibition, % at 11.5 µM; hits with a dose series show IC50 in µM | hit rate 0.054% among 290,000; in the data active = inhibition above about 50%;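 note: plate controls were vehicle with enzyme for no effect and no enzyme for full effect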
# SV40 large T antigen: TAg ATPase/helicase activity blockers – biochemical (AID 1903); SV40 large T antigen ATPase/helicase inhibition assay; higher % means a stronger effect; inhibition, % at 20 µM, or IC50 in µM where a hit was titrated; hit rate 0.39% among 310,000; in the data active = a potency from the dose series; inconclusive = inhibition mostly from about 32% at the one dose, without a potency; inactive = the rest, 99 in 100 with inhibition below about 32%; note: strong numbers were not always called active
# GPR35 antagonists: GPR35 antagonists blocking zaprinast-driven arrestin recruitment, primary screen, imaging, U2OS, beta-arrestin-GFP, zaprinast agonist (AID 2058). U2OS GPR35 beta-arrestin-GFP translocation imaging, zaprinast antagonism; higher % means a stronger effect. inhibition, % at 10 µM, or IC50 in µM where a hit was titrated. hit rate 0.052% among 290,000;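 active = inhibition of at least 50% with at least 30 cells and total cytoplasm GFP at most 10,000,000; inconclusive = under 30 cells or total GFP of 10,000,000 plus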
# Lipid droplet cells 6.5 µM: also measured in Lipid droplet; calls as there; cell count; measured here: cell count, cytotoxicity flag;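 cells counted across two imaged fields per well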
# T cell HTS vesicle-bound %: also measured in T cell HTS; calls as there; double positive events, %; measured here: CD8+ vesicle-bound cell fraction;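 binding gate set so that unloaded-vesicle control wells show 10% double positive cells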
# NTR1 ag cell count 20 µM: second read-out of NTR1 ag, no call of its own (marks repeat the call); cell count; measured here: cell count, cytotoxicity flag
# An asterisk follows results filed as active; i = inactive; ? = inconclusive; nt = no result given.
mol,Rac1 GTP hydrolysis,NTR1 ag,NTR1 ag cell count 20 µM,Lipid droplet,Lipid droplet cells 6.5 µM,T cell HTS,T cell HTS vesicle-bound %,GPR55 beta-arrestin,GPR55 antagonists,LYP inhibition,SV40 large T antigen,GPR35 antagonists
Cc1ccc2[nH]c(=O)cc(C(=O)OC(C)C)c2c1,6%,-0.2,62,-10,703,i,47,-0.1%,-4%,-4%,7%,0%
C=CCN(Cc1nc(-c2cc(OC)ccc2OC)oc1C)C1CCS(=O)(=O)C1 (stereo not given),-8%,0.8,106,7,690,i,52,-0.1%,18%,-7%,20%,-5%
Cc1cc(C(F)F)n2ncc(C(=O)NCc3ccc(F)cc3)c2n1,16%,-0.5,49,-5,624,i,15,0.6%,0%,-1%,2%,1%
Cc1ccc(-c2nn3c(C)nnc3s2)cc1NC(=O)COc1ccc(Cl)cc1,-1%,12,45,nt,nt,i,64,-0.1%,12%,-8%,-1%,3%
CCOC(=O)C1CCN(C(=O)Cc2c(F)cccc2Cl)CC1,4%,0.1,54,3,756,i,37,-0.1%,6%,0%,-3%,-2%
COc1ccc(Oc2nc(-c3ccccn3)nc3ccccc23)cc1,nt,7.4,49,1,738,i,41,0.1%,4%,3%,3%,-2%
COc1ccc([N+](=O)[O-])cc1NC(=O)c1ccc(-n2nc(C)cc2C)cc1,6%,-1.2,86,1,711,i,61,-0.5%,5%,-4%,8%,-18%
Cc1ccc(S(=O)(=O)Nc2ccccc2C(=O)N2CCCCC2)cc1,12%,0.9,69,1,689,i,67,-0.2%,18%,-8%,0%,-10%
CCc1nc(SCc2ccccn2)c2c(=O)n(C)c(=O)n(C)c2n1,0%,6.8,76,0,753,i,46,-0.4%,1%,-9%,1%,-7%
O=C(CC1NC(=O)NC1=O)Nc1cccc2ccccc12 (stereo not given),7%,0.0,63,-2,755,i,52,-0.2%,5%,-6%,-7%,-4%
Cc1ccc2[nH]c(=O)c(CN(CCO)C(=O)NCc3ccccc3)cc2c1,8%,2.7,36,-12,724,i,50,0.0%,8%,-1%,0%,6%
CCCCC(=O)NC(c1cccc([N+](=O)[O-])c1)c1c(OC(C)=O)ccc2ccccc12 (stereo not given),11%,6.6,46,-2,742,i,47,0.2%,30%,-2%,7%,-3%
CC1CCCCN1C(=O)COC(=O)C1CCN(S(=O)(=O)c2ccc(Cl)c(C(F)(F)F)c2)CC1 (stereo not given),1%,1.2,72,nt,nt,i,51,nt,nt,nt,15%,nt
NC(=O)c1cc([N+](=O)[O-])ccc1N1CCCCC1,4%,1.0,56,7,660,i,43,-0.8%,3%,-2%,25%,5%
Cc1ccsc1/C=N/NS(=O)(=O)c1ccc([N+](=O)[O-])cc1,-4%,0.3,57,-4,596,i,47,-0.2%,-8%,-1%,5%,0%
Clc1nnc2ccc(-c3ccccc3)nn12,3%,1.8,58,nt,nt,i,25,0.7%,11%,-7%,13%,11%
O=C(OCCN1C(=O)c2cccc3c(N4CCOCC4)ccc(c23)C1=O)c1ccc(Cl)cc1,0%,0.6,47,?,nt,i,41,-0.1%,-2%,5%,1%,-3%
CCOC(=O)C1=C(COC(=O)c2cccnc2Cl)NC(=O)NC1C (stereo not given),4%,-1.2,54,nt,nt,i,42,nt,nt,nt,13%,nt
Cc1ccn2c(=O)c(C(=O)NC3CCCCC3C)c(O)nc2c1 (stereo not given),2%,4.4,45,nt,nt,i,47,nt,nt,nt,3%,nt
Cc1ccc2oc(-c3cccc(NC(=O)C4CCCO4)c3)nc2c1 (stereo not given),5%,5.7,46,-52,573,i,44,-0.2%,12%,0%,9%,3%

# In another format: results already given
Cc1ccc2[nH]c(=O)c(CN(CCO)C(=O)NCc3ccccc3)cc2c1
  Rac1 GTP hydrolysis = 8%	NTR1 ag = 2.7	NTR1 ag cell count 20 µM = 36	Lipid droplet = -12	Lipid droplet cells 6.5 µM = 724	T cell HTS = i	T cell HTS vesicle-bound % = 50	GPR55 beta-arrestin = 0.0%	GPR55 antagonists = 8%	LYP inhibition = -1%	SV40 large T antigen = 0%	GPR35 antagonists = 6%

Cc1ccsc1/C=N/NS(=O)(=O)c1ccc([N+](=O)[O-])cc1
  Rac1 GTP hydrolysis = -4%	NTR1 ag = 0.3	NTR1 ag cell count 20 µM = 57	Lipid droplet = -4	Lipid droplet cells 6.5 µM = 596	T cell HTS = i	T cell HTS vesicle-bound % = 47	GPR55 beta-arrestin = -0.2%	GPR55 antagonists = -8%	LYP inhibition = -1%	SV40 large T antigen = 5%	GPR35 antagonists = 0%

# Remaining list, next part
mol,Rac1 GTP hydrolysis,NTR1 ag,NTR1 ag cell count 20 µM,Lipid droplet,Lipid droplet cells 6.5 µM,T cell HTS,T cell HTS vesicle-bound %,GPR55 beta-arrestin,GPR55 antagonists,LYP inhibition,SV40 large T antigen,GPR35 antagonists
CC1(C)OC(=O)C(=CNNc2c(Cl)cc(Cl)cc2Cl)C(=O)O1,-8%,-0.2,48,0,719,i,35,-0.2%,9%,-2%,9%,1%
Cc1nc(SCc2ccc(Br)cc2)[nH]c(=O)c1C,14%,4.1,73,-5,685,i,61,0.5%,-3%,-2%,16%,9%
CCC(NC(=O)CCc1c(C)c2cc3c(-c4ccccc4)coc3cc2oc1=O)C(=O)O (stereo not given),8%,0.0,45,-1,820,i,51,0.3%,-13%,-4%,18%,-13%
CN1C(=O)/C(=C/c2cc3c(cc2Br)OCO3)NC1=S,4%,4.3,82,-5,682,i,39,-0.2%,0%,4%,2%,-2%
S=C1N(c2ccccc2)CN(CCN2CCOCC2)CN1c1ccccc1,nt,1.4,49,2,734,i,31,0.5%,-10%,-6%,6%,16%
O=c1c(Cl)c(Cl)cnn1Cc1nnc(-c2ccccc2Br)o1,8%,18,80,2,653,nt,nt,0.4%,43%,1%,13%,24%
CN1CCN(S(=O)(=O)c2cc([N+](=O)[O-])ccc2N2CCCCCC2)CC1,10%,-0.6,64,nt,nt,i,35,-0.1%,-10%,-7%,?,11%
CC(=O)Nc1ccc(-c2cc(-c3ccc(NC(C)=O)cc3)nc(-c3ccc(NC(C)=O)cc3)n2)cc1,8%,-0.6,78,11,674,i,53,0.3%,9%,-7%,10%,-5%
COc1cc(/C=C/c2ccc3cccc(O)c3n2)ccc1O,72µM*,20,90,-7,723,i,47,0.5%,11%,-4%,12%,-11%
Cc1ccc(C)c(N2CCN(C3CCCCC3NS(=O)(=O)c3ccccc3)CC2)c1 (stereo not given),8%,1.7,49,-21,777,i,22,0.2%,13%,6%,9%,-8%
Cc1ccc(C(C)(C)C)c(SCC(=O)Nc2nnc(C)s2)c1,6%,2.8,83,-1,797,i,10,-0.1%,4%,-6%,2%,-4%
COC(=O)c1ccc(Cl)c(-c2ccc(/C=N/NC(=O)Nc3ccccc3)o2)c1,1%,4.9,53,nt,nt,i,23,-0.1%,-11%,-6%,11%,-11%
COc1ccc(S(=O)(=O)N2CCSCC2)cc1C(N)=O,12%,0.4,71,-3,801,i,61,0.0%,-8%,-7%,8%,7%
COc1ccc(S(=O)(=O)N2CCN(Cc3ccc4c(c3)OCO4)CC2)cc1,-2%,0.6,45,4,776,i,45,-0.1%,5%,-9%,9%,3%
Cc1cc(C)n(/C(=C\N(C)C)C(=O)c2cccc([N+](=O)[O-])c2)n1,3%,-0.2,90,-4,854,i,59,0.0%,5%,-10%,3%,8%
N#C/C(=C\c1ccc(N2CCOCC2)o1)C(=O)Nc1ccc(O)cc1,nt,-3.0,82,2,715,i,58,0.1%,-3%,4%,15µM*,-1%
COc1ccc(CNC(=O)C2CC(c3cc(C(F)(F)F)cc(C(F)(F)F)c3)=NO2)cc1 (stereo not given),8%,3.6,69,nt,nt,i,39,0.4%,-3%,-6%,7%,-12%
Cc1ccc(C)c(NS(=O)(=O)c2c(C)[nH]c(C)c2C(=O)N2CCCCC2)c1,-1%,-1.1,55,-30,767,i,6,-0.2%,-9%,-9%,2%,-8%
CCSc1nc2c(c(=O)[nH]c(=O)n2C)n1CC(O)COc1ccccc1C (stereo not given),6%,5.9,85,nt,nt,i,21,-0.2%,-6%,-8%,7%,9%
C/C(=N/NC(=O)CNC(=O)c1cccnc1)c1ccc(Cl)c(Cl)c1,11%,0.2,84,10,406,i,30,-0.1%,1%,-5%,2%,3%

# Other compounds follow:
mol,Rac1 GTP hydrolysis,NTR1 ag,NTR1 ag cell count 20 µM,Lipid droplet,Lipid droplet cells 6.5 µM,T cell HTS,T cell HTS vesicle-bound %,GPR55 beta-arrestin,GPR55 antagonists,LYP inhibition,SV40 large T antigen,GPR35 antagonists
CSc1nsc(SC)c1NC(=O)Nc1ccccc1C,5%,0.2,43,-4,700,i,47,0.0%,3%,-7%,5%,6%
COc1ccccc1Nc1nc2ccc(C)cc2cc1C#N,4%,5.4,98,nt,nt,i,29,-0.1%,8%,2%,-1%,6%
O=C(NCC1COc2ccccc2O1)Nc1ccccc1F (stereo not given),5%,-2.2,103,nt,nt,i,59,0.2%,14%,-4%,16%,0%
CN(C(=O)c1ccccc1NC(=O)C(F)(F)F)c1ccccc1,7%,0.4,57,nt,nt,i,17,0.1%,14%,-3%,-8%,-6%

# Single records, as listed above. Order of screens: Rac1 GTP hydrolysis | NTR1 ag | NTR1 ag cell count 20 µM | Lipid droplet | Lipid droplet cells 6.5 µM | T cell HTS | T cell HTS vesicle-bound % | GPR55 beta-arrestin | GPR55 antagonists | LYP inhibition | SV40 large T antigen | GPR35 antagonists
# CSc1nsc(SC)c1NC(=O)Nc1ccccc1C reads 5% | 0.2 | 43 | -4 | 700 | i | 47 | 0.0% | 3% | -7% | 5% | 6%
# COc1ccccc1Nc1nc2ccc(C)cc2cc1C#N reads 4% | 5.4 | 98 | nt | nt | i | 29 | -0.1% | 8% | 2% | -1% | 6%
# O=C(NCC1COc2ccccc2O1)Nc1ccccc1F (stereo not given) reads 5% | -2.2 | 103 | nt | nt | i | 59 | 0.2% | 14% | -4% | 16% | 0%

# Screening data: PubChem, several laboratories
